Source: PubChem
PREPL inh – human PREPL enzyme inhibition | recombinant PREPL, fluorescence polarization activity-based probe | inhibition, % at 5.96 µM | actives 0.68% (n = 320,000); in the data active = inhibition above about 43%;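 also: 0% = enzyme with DMSO and 100% = wells lacking enzyme; many of its hits are not listed in these tables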
EBNA-1 inhibitor – blocks EBNA-1 binding to DNA | EBNA-1 DNA binding, fluorescence polarization | inhibition, % at 14.8 µM | actives 0.34% (n = 300,000); in the data active = inhibition above about 28%
LYPLA1 counter – blocks human lysophospholipase 1, a PME1 counter-screen; inhibition, % at 5.9 µM; recombinant LYPLA1, FP-Rh probe fluorescence polarization; AID 2174; actives 0.16% (n = 320,000);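 active = inhibition above the mean of all tested compounds plus 3 SD, set per campaign, cut at about 14% in these data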;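 also: inhibitors block serine hydrolase probe labeling of LYPLA1 so polarization falls; 0% = enzyme with DMSO and 100% = wells lacking LYPLA1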
Target sequence (O75608 whole entry, looked up): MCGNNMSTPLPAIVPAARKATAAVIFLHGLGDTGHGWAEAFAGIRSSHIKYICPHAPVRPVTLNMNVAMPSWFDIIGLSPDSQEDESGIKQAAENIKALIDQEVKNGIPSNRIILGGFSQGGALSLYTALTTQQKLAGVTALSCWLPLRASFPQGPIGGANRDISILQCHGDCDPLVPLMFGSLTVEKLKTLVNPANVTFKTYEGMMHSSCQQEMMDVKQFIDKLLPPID
ZTA counter – counter-screen for EBNA-1 inhibitors: inhibitors of Epstein-Barr virus ZTA; P03206; ZTA-DNA binding, fluorescence polarization; inhibition, % at 11 µM; actives 0.15% (n = 320,000); AID 2234; in the data active = inhibition above about 33%
Target sequence (P03206 whole entry, looked up): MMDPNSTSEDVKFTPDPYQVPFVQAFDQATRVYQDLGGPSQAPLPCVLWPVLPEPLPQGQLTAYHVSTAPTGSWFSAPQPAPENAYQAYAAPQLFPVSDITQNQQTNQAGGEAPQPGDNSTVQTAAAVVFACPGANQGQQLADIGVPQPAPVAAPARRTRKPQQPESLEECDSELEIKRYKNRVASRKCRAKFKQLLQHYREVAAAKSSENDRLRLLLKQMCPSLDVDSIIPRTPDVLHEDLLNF
LYPLA2 counter – counter-screen for PME1 inhibitors: inhibitors of human LYPLA2. recombinant LYPLA2, FP-Rh probe fluorescence polarization. inhibition, % at 5.9 µM. actives 0.38% (n = 320,000);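 active = inhibition above the screen-wide mean plus 3 SD, limit set per campaign, cut at about 26% in these data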;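 also: 0% = LYPLA2 with DMSO and 100% = wells lacking LYPLA2 enzyme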
PAFAH2 FP inh – inhibitors of human PAFAH2 | recombinant PAFAH2, FP-rhodamine activity probe, fluorescence polarization | inhibition, % at 3.39 µM | actives 0.99% (n = 340,000);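 active = inhibition above the mean over all tested compounds plus 3 SD, cut at about 30% in these data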;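 also: inhibitors block probe labeling of enzyme so polarization drops; 0% = enzyme with DMSO and 100% = wells lacking PAFAH2 protein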
GSTO1 counter – counter-screen for RBBP9 inhibitors: inhibitors of human GSTO1 | actives 1.1% (n = 300,000) | inhibition, % at 5.96 µM | recombinant GSTO1, activity-based probe fluorescence polarization | P78417;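 active = inhibition above the campaign mean inhibition plus 3 SD, cut at about 35% in these data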;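 also: 0% = GSTO1-1 with DMSO and 100% = wells lacking GSTO1-1 enzyme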
Target sequence (P78417 whole entry, looked up): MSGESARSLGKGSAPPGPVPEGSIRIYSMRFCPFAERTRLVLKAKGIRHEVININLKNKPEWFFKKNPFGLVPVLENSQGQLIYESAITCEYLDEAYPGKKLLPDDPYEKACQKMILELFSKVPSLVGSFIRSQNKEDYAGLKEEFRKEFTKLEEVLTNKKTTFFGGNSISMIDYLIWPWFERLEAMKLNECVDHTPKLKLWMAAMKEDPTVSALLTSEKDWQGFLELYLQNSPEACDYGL
PAFAH1B3 inh – blocks human PAF acetylhydrolase 1B catalytic subunit 3; recombinant PAFAH1B3, FP-rhodamine probe, fluorescence polarization; inhibition, % at 3.39 µM; actives 0.28% (n = 340,000); AID 492972;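 active = inhibition above the screen-wide average of all tested compounds plus 3 SD, cut at about 25% in these data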;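 also: 0% = enzyme with DMSO only and 100% = wells lacking PAFAH1B3 protein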
Target sequence (Q15102 whole entry, looked up): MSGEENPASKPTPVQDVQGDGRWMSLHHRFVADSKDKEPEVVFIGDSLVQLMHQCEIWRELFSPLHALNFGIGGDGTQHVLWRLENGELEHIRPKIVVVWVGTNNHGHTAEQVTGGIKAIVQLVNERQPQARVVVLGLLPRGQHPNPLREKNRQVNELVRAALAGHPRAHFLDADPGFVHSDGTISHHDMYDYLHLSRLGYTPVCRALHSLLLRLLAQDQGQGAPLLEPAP
PAD4 inh – PAD4 (human) enzyme inhibition; recombinant PAD4, RCA probe fluorescence polarization; inhibition, % at 6.36 µM; actives 0.41% (n = 330,000); AID 485272;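 active = percent inhibition above a cutoff equal to the mean of all tested compounds plus 3 SD, cut at about 15% in these data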;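 also: 0% = PAD4 with RCA probe and DMSO and 100% = probe without PAD4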
An asterisk follows results filed as active; nt = no result given.

SMILES	PREPL inh	EBNA-1 inhibitor	LYPLA1 counter	ZTA counter	LYPLA2 counter	PAFAH2 FP inh	GSTO1 counter	PAFAH1B3 inh	PAD4 inh
CCCCCn1c(=O)[nH]c2cc(C(=O)NCCCN(CC)CC)ccc2c1=O	-8	5	-4	-11	-4	-9	-5	-10	0
Cc1[nH]c2ccccc2c1C(=O)CSC(=S)N1CCOCC1	0	-15	-2	-1	-2	1	15	4	-3
O=C(c1ccccc1Cl)N(Cc1ccc(Cl)c(Cl)c1)N1C(=O)CCCC1=O	-8	-5	-4	-15	-2	1	6	-4	0
CC(C)NS(=O)(=O)c1ccc(NC(=O)C(C)OC(=O)C2CCC2)cc1 (configuration not stated)	-3	nt	2	-14	5	-1	nt	9	2
CCCNc1ncnc2sc(C)c(C)c12	-5	8	1	6	-6	-1	-3	8	0
CCCCC(C)n1[nH]c(=O)c2c(C)cc(C)nc21 (configuration not stated)	-10	8	-5	-3	0	-1	-10	-1	-2
CCN(CC)c1cc(Cl)nc(N)n1	1	7	-1	0	-1	-2	4	0	-1
CC1(NC(=O)CCc2nc3sc4c(c3c(=O)[nH]2)CCCC4)CCS(=O)(=O)C1 (configuration not stated)	-3	-5	-5	14	-8	18	11	5	-6
Cc1cc(NC(=O)CSc2nnc(-c3ccco3)n2Cc2ccco2)no1	1	9	-2	2	-4	-2	-4	1	1
O=C(O)c1ccc(NC(=O)c2ccccc2Br)c(NC(=O)c2ccccc2Br)c1	0	2	-2	-9	1	-5	-1	5	1
Cc1ccc(NC(=O)CCN2CCC(C)CC2)cc1	-4	-6	0	-26	-3	3	-2	11	-6
C[C@H]1O[C@@H](O[C@H]2CC[C@@]3(C)C(CC[C@]4(C)C3C=CC3=C5CC(C)(C)CC[C@]5(CO)[C@H](O)C[C@]34C)[C@]2(C)CO)[C@H](O)[C@@H](O[C@@H]2O[C@H](CO)[C@@H](O)[C@H](O)[C@H]2O)[C@H]1O (some centres not stated)	-14	nt	nt	nt	nt	0	nt	8	3
COc1ccc(OC)c(Cc2nnc(CCC(=O)NC(C3CC3)C3CC3)o2)c1	7	5	2	5	2	-8	4	3	3
CCCCCCn1c(N2CCCC2)nc2c1c(=O)[nH]c(=O)n2C	13	7	-2	-8	5	2	7	1	2
Cc1cc(OCC(=O)NCc2cccnc2)c2c(C)c(C)c(=O)oc2c1	0	8	-1	12	-11	-3	-5	11	1
COC(=O)CN(c1cc(Cl)ccc1OC)S(=O)(=O)c1ccc(OC)c(OC)c1	-6	5	-2	13	-3	3	-7	2	1
C=CCn1c(Cc2cccs2)nnc1SCC(=O)Nc1cc(OC)cc(OC)c1	4	7	1	6	3	7	4	5	-2
O=C(NCc1cccc2[nH]ccc12)C1CCC(=O)N(CCc2ccc(Cl)cc2)C1 (configuration not stated)	18	-4	1	18	13	16	2	-1	0
O=C(NC1(C(F)(F)F)N=C2SCCN2C1=O)C1CCCCC1 (configuration not stated)	19	-9	-1	-6	-2	6	-3	8	-4
O=C(COc1ccc(Br)cc1)NCCNC(=O)c1ccncc1	8	7	2	-7	14	-4	2	14	-4
O=C(N/N=C/c1ccc(O)cc1)/C(=C/c1ccc([N+](=O)[O-])cc1)NC(=O)c1ccccc1	-1	11	-9	11	-6	-7	-2	4	0
Fc1ccc(COc2ccc(Br)cc2CNCC2CCCO2)cc1 (configuration not stated)	-10	8	2	-4	0	7	3	7	-2
O=C(c1ccc(Cl)cc1)N1CCC(N2CCC(C(=O)N3CCOCC3)CC2)CC1	10	-3	-1	10	-1	-3	1	5	-9
Cc1c(N2C(=O)CSC2=S)c(=O)n(-c2ccccc2)n1C	0	-1	0	-5	-9	-13	1	7	0
C1CCN(Cc2nnnn2C2CCCC2)CC1	22	7	-2	-1	9	-5	9	11	3
COc1ccc(CN2CCNC(=O)C2CC(=O)NCCc2nc(C)c(C)s2)c(OC)c1 (configuration not stated)	29	0	-2	8	1	-8	-7	3	-1
Cc1nn(C)cc1C(=O)Nc1ccc2c(c1)OCCO2	12	-17	-2	5	-1	-4	-4	-6	0
O=C(Nc1ccc(S(=O)(=O)N2CCOCC2)cc1)c1ccc(Cl)cc1	4	2	-2	13	5	5	0	6	-4
CCCn1nnnc1NCc1cccc(OC)c1	-8	-5	-2	0	-6	8	1	9	5
Cc1ccccc1-c1nc(CN2CCC(C(=O)NC3CCCCC3)CC2)c(C)o1	17	9	-2	1	1	3	-1	7	5
Cc1cccc(NC(=S)NCc2ccco2)c1C	10	0	0	-7	1	0	3	4	4
CC(CNC(=O)COc1ccccc1)OC(=O)Nc1cccc(Cl)c1 (configuration not stated)	-19	3	0	9	0	-3	3	10	-6
CCn1c(SCC(=O)Nc2nc3ccc(OC)cc3s2)nnc1-c1ccoc1C	-2	-21	-1	-4	3	-1	0	0	-3
NNC(=O)c1cc2c(s1)-c1cc(Cl)ccc1SC2	2	2	-8	-9	-13	nt	-8	nt	-4
O=C(CN1C(=O)NC2(CCCCC2)C1=O)Nc1ccc(F)cc1	7	0	6	-28	1	2	7	-3	4
CC1CC(C)CN(C(=O)C(C)N2CCN(S(=O)(=O)c3cccs3)CC2)C1 (configuration not stated)	4	nt	-1	12	-1	3	nt	-4	0
CCCN(C(=O)CSc1ncccn1)C1CCS(=O)(=O)C1 (configuration not stated)	9	nt	nt	nt	nt	8	nt	10	-1
COC(=O)c1cc2c(ccn2-c2ccc(F)cc2)n1CC(=O)C(C)(C)C	12	-10	-4	-5	3	5	-1	0	-7
CS(=O)(=O)Nc1ccc2c(c1)OCC(=O)N2Cc1ccccc1	8	-2	-2	-8	-5	-4	5	11	-1
C=Cc1ccc(Cn2c(=O)n(CCCOC)c(=O)c3sccc32)cc1	12	7	0	11	6	-5	8	1	-1
CCOc1cc(/C=C2\C(=O)N(c3nc(-c4ccc(Br)cc4)cs3)N=C2c2ccccc2)ccc1O	17	7	-17	-5	-17	55*	-47	15	-10
CCCCNC(=S)NNC(=O)c1csc2ccccc12	-5	0	-1	-6	1	-3	-1	6	0
Cc1cc(C)cc(OCc2nnc(SCC(=O)NC3CC3)n2C)c1	-1	1	3	-9	-1	-11	1	13	-2
COc1cc(/C=C(\NC(=O)c2cc(OC)c(OC)c(OC)c2)C(=O)NC(C(=O)O)c2ccccc2)cc(OC)c1OC (configuration not stated)	2	-8	-4	-6	-2	6	2	2	2
Cc1cccc2sc(NC(=O)C3c4ccccc4Oc4ccccc43)nc12	-5	7	-43	2	-64	-59	-15	-54	-4

In a second layout: entries from further up.
Results follow in this order: PREPL inh	EBNA-1 inhibitor	LYPLA1 counter	ZTA counter	LYPLA2 counter	PAFAH2 FP inh	GSTO1 counter	PAFAH1B3 inh	PAD4 inh
C=Cc1ccc(Cn2c(=O)n(CCCOC)c(=O)c3sccc32)cc1
→ 12	7	0	11	6	-5	8	1	-1
CCOc1cc(/C=C2\C(=O)N(c3nc(-c4ccc(Br)cc4)cs3)N=C2c2ccccc2)ccc1O
→ 17	7	-17	-5	-17	55*	-47	15	-10
CCCCNC(=S)NNC(=O)c1csc2ccccc12
→ -5	0	-1	-6	1	-3	-1	6	0
Cc1cc(C)cc(OCc2nnc(SCC(=O)NC3CC3)n2C)c1
→ -1	1	3	-9	-1	-11	1	13	-2
COc1cc(/C=C(\NC(=O)c2cc(OC)c(OC)c(OC)c2)C(=O)NC(C(=O)O)c2ccccc2)cc(OC)c1OC (configuration not stated)
→ 2	-8	-4	-6	-2	6	2	2	2
Cc1cccc2sc(NC(=O)C3c4ccccc4Oc4ccccc43)nc12
→ -5	7	-43	2	-64	-59	-15	-54	-4

Carrying on:
SMILES	PREPL inh	EBNA-1 inhibitor	LYPLA1 counter	ZTA counter	LYPLA2 counter	PAFAH2 FP inh	GSTO1 counter	PAFAH1B3 inh	PAD4 inh
COC(=O)c1ccc(NC(=O)CS(=O)(=O)c2ccccc2)cc1	-1	2	-2	12	3	-6	9	5	2
O=C(NCc1ccco1)c1ccc2c(=O)n(-c3ccccc3)c(=S)[nH]c2c1	7	12	-3	10	-1	-6	1	6	0
CN1CCN(c2ccccc2NC(=O)c2ccc(-c3ccccc3)cc2)CC1	23	0	-1	0	3	-6	-7	0	-2
CC(C)(C)NC(=O)CSc1nc(N)c(NC(=O)c2ccccc2F)c(=O)[nH]1	6	8	-3	-11	1	0	-4	-1	-6
O=C(c1cc(Br)ccc1Cl)N1CCN(c2ncccn2)CC1	16	-7	1	1	6	1	5	7	-6
O=C(NCc1c(Cl)cccc1Oc1ccccc1)c1ccccc1	-15	5	-2	11	7	-11	1	6	0
CCOC(=O)N1CCN(Cc2ccccc2Cl)CC1	6	6	-1	8	3	-3	4	6	0
Cc1ccc(C(=O)Nc2ccc(F)c(S(=O)(=O)N3CCOCC3)c2)s1	12	nt	nt	nt	nt	5	nt	9	0
C[C@H]1CN([C@@H](C)CO)C(=O)Cc2cc(NC(=O)CCC(F)(F)F)ccc2O[C@H]1CN(C)S(=O)(=O)c1ccc(Cl)cc1	8	nt	nt	nt	nt	3	nt	3	-1
CC1Cc2ccccc2N1C(=O)c1cnc2ccccn2c1=O (configuration not stated)	13	-6	0	-17	5	-6	3	11	-1
CCOc1ccccc1C(=O)NN1C(=O)CCC1=O	7	3	1	11	0	5	4	2	-2
C/C(CC(=O)Nc1ccc2c(c1)OCCO2)=N\NC(=O)Cc1ccccc1	-4	0	3	9	2	4	-4	5	-4
COc1ccc(C2(CNC(=O)c3cccc([N+](=O)[O-])c3)CCOCC2)cc1	-7	11	-2	7	4	11	-1	1	1
CC(C)(C)NC(=O)C(c1ccc(O)cc1)N(C(=O)CCC(=O)Nc1ccccn1)c1ccc(F)cc1 (configuration not stated)	1	4	4	0	3	2	1	-2	-1
O=C(N/N=C/C(Br)=C/c1ccccc1)c1n[nH]c2c1CCC2	1	2	-3	1	3	-4	0	-5	-9
CC(CCc1ccco1)NC(=O)c1cccc2c1C(=O)N(C1CCCCC1)C2 (configuration not stated)	6	11	0	6	5	-2	2	5	1
O=C(NCCC1=CCCCC1)C1CCC(CNc2c(N3CCCCC3)c(=O)c2=O)CC1 (configuration not stated)	16	4	0	6	-1	6	4	5	0
COC(=O)[C@]1(C)N[C@H](CN(C)C(=O)NC(C)C)[C@@H]2C(=O)N(C)C(=O)[C@@H]21	9	nt	nt	nt	nt	8	nt	14	-4
CCOC(=O)c1[nH]c(C)c(C(=O)OCCOc2cccc(C)c2)c1C	8	10	-4	-15	2	-1	-2	0	3
CC1CCN(C(=O)c2ccc(NC(=O)CC3SC(N4CCCC4)=NC3=O)cc2)CC1 (configuration not stated)	1	10	3	2	2	10	0	4	1
O=C1c2cccc3c(Cl)ccc(c23)C(=O)N1O	2	-5	5	-6	2	8	-26	8	2
CCCCNc1cc(=O)n(C)c(=O)[nH]1	14	2	4	5	2	2	4	2	-5
COc1cccc(CNC(=O)CCS(=O)(=O)c2cccs2)c1	-11	1	3	5	3	-1	3	2	2
CC(C)(C)NC(=O)C(=O)N/N=C/c1cccs1	1	2	-4	2	2	5	-3	-1	2
O=C(NCCN1CCCCC1)Nc1cccc(C(F)(F)F)c1	-6	-5	0	0	-2	-9	-2	8	-2
CCCCn1c(N)c(N(CC)C(=O)CN2C(=O)NC(C)(c3ccccc3)C2=O)c(=O)[nH]c1=O (configuration not stated)	-6	7	-5	7	-4	4	-1	5	-1
COc1ccccc1OCCC(=O)OCC(=O)c1[nH]c(C)c(C(C)=O)c1C	-7	14	-1	6	-2	-2	-2	3	-4
Cc1cc(C)c(C(=O)N2CCCC(Nc3ccc(F)cc3)C2)o1 (configuration not stated)	-1	10	3	-13	-1	-1	3	8	3
O=S(=O)(c1ccc2ccccc2c1)N1CCN(c2ccc(O)cc2)CC1	33	nt	nt	nt	nt	2	nt	6	-3
CC(C)(C)NC(=O)CN(C(=O)CCC(=O)Nc1nccs1)c1ccc(F)c(Cl)c1	-5	6	-3	-2	-1	1	1	14	-1

A portion of the library; the hit share may differ from the screen's.
